Bioassay records from PubChem.
NCI-60 one-dose screen, 48 h, at 10 µM unless noted. Numbers give growth in % (100 = growth as untreated, 0 = no growth, -100 = all killed).
TK-10 – TK-10 renal cancer cells | 3.9% of 81,000 active
CAKI-1 – CAKI-1 renal cancer | 4.7% of 75,000 active | AID 1794772
IGROV1 – IGROV1 ovarian cancer; 4.7% of 79,000 active
ACHN – ACHN renal cancer | 4.9% of 81,000 active
SN12C – SN12C renal cancer cells; 3.8% of 81,000 active; AID 1794767
786-0 – 786-0 renal cancer cells; AID 1794775; 5.1% of 81,000 active
UO-31 – UO-31 renal cancer | 5.2% of 81,000 active
NCI/ADR-RES – NCI/ADR-RES ovarian cells; 4.4% of 81,000 active
Numbers without * were called inactive; / = not tested or not shown; & = joins results of further samples. How the source made its calls: active means growth percent below 10; inactive means the rest.

SMILES	TK-10	CAKI-1	IGROV1	ACHN	SN12C	786-0	UO-31	NCI/ADR-RES
COc1ccc(C2=NN(C=O)C(c3ccc(OS(=O)(=O)c4ccc(C)cc4)c(OC)c3)C2)cc1 (configuration not stated)	73	53	79	69	77	78	54	/
Cc1ccc(/C(=N\N=C(N)N)C2CC2)c(C)c1	95	92	91	93	99	92	65	102
O=C1c2c(c(=O)[nH]c3ccccc23)[C@H](c2ccccc2)[C@@H]2CCCN12	131	88	30	22	46	77	43	52
CCCCNC(=O)OCc1cc(=O)c(O)co1	105	86	103	98	96	100	81	99
COc1ccc(C2C3=C(CC(C)(C)CC3=O)Nc3cc4c(cc32)OCO4)cc1 (configuration not stated)	92	88	103	106	109	108	78	94
O=C(CSc1nnc2sc(Nc3ccccc3)nn12)c1ccc(Cl)cc1	112	82	97	102	94	95	78	112
O=c1[nH]cnc2c1C(c1ccc(Br)cc1)c1sc3c(F)cccc3c1O2 (configuration not stated)	107	82	84	95	98	105	76	100
COc1cccc(-c2cc(C(=O)O)c3cc4ccccc4cc3n2)c1OC	117	85	92	101	108	104	80	102
N=c1c2c(-c3ccccc3)c(-c3ccccc3)oc2ncn1NC(=O)c1ccc(O)cc1	107	95	89	109	95	97	72	102
C=C(C)[C@@H]1CC[C@]2(C(=O)O)CC[C@]3(C)[C@H](CC[C@@H]4[C@@]5(C)C/C(=C/c6cc(C(F)(F)F)cc(C(F)(F)F)c6)C(=O)C(C)(C)[C@@H]5CC[C@]43C)[C@@H]12	84	53	98	84	84	88	77	96
CCSc1nnc(NC(=O)c2nnn(-c3ccccc3)c2-c2ccco2)s1	128	92	100	103	96	99	80	87
CC1=CC(=NC(=O)CBr)C=C/C1=N\S(=O)(=O)c1ccccc1	79	/	-3.4*	47	14	54	73	89
O=C(C[n+]1ccccc1)c1ccc2ccccc2c1	102	97	105	102	94	88	74	92
O=C(NCCCNc1nccc(-c2c(-c3cccc(F)c3)nc3sccn23)n1)c1ccccc1	80	68	52	66	62	56	35	67
NC(N)=Nc1ccc(S(=O)(=O)O)cc1	108	115	121	93	91	98	95	94
NC1=Cc2n(c(=O)c3ccccc3[n+]2-c2ccccc2)C1	116	97	104	103	95	95	92	103
Cn1ncc2c(=O)[nH]c(=S)[nH]c21	117	99	113	100	99	100	95	98
O=C(O)c1ccccc1C(=O)OCc1ccccc1	157	34	23	105	112	98	88	98
O=C1c2cc(F)ccc2Oc2cc([N+](=O)[O-])ccc2N1c1ccc(F)cc1F	106	66	90	96	103	92	72	99
FC(F)(F)Sc1ccc(/C=C/c2cc(/C=C/c3ccc(SC(F)(F)F)cc3)on2)cc1	83	84	92	102	100	93	85	95
CC(=O)COc1ccc(Cl)cc1Cl	105	107	/	116	95	103	/	111
C/C(=N\NS(=O)(=O)c1ccc(C)cc1)c1ccncc1	100	94	116	110	107	102	93	/
CC(C)C1=CC2=CC[C@H]3C(C)(C)C[C@@H](O)C[C@]3(C)[C@H]2CC1	97	99	106	101	90	109	90	105
COc1cc2c(c(OC)c1OC)C(=O)CC(c1cccc(NC(=O)c3cccc(Br)c3)c1)O2 (configuration not stated)	99	99	96	100	91	103	74	95
N#CC1=C(N)Oc2c(sc3c(F)cccc23)C1c1ccc(Cl)cc1 (configuration not stated)	78	/	33	42	36	21	42	14
Cc1[nH]c2ccccc2c1/C=N/Nc1ncnc2sc3c(c12)CCN(CC(=O)O)C3	114	67	95	96	97	93	67	100
CCS(=O)(=O)c1ccccc1C(=O)NC	84	102	102	99	90	101	89	104
CCOC(OCC)C(=O)C(C#N)c1ccc(C#N)cc1 (configuration not stated)	117	94	98	101	100	/	103	114
CC(C)Oc1ccc(/C=C2/NC(=O)NC2=O)cc1	106	97	101	105	101	89	89	103
CC(C)c1cccc(C(C)C)c1NC(=O)OC1CCCCC1	105	70	98	89	89	98	91	92

Profiles as entered above. Values in the order: TK-10	CAKI-1	IGROV1	ACHN	SN12C	786-0	UO-31	NCI/ADR-RES
`COc1ccc(C2C3=C(CC(C)(C)CC3=O)Nc3cc4c(cc32)OCO4)cc1` (configuration not stated) as listed: 92	88	103	106	109	108	78	94
`O=C(CSc1nnc2sc(Nc3ccccc3)nn12)c1ccc(Cl)cc1` as listed: 112	82	97	102	94	95	78	112
`CCCCNC(=O)OCc1cc(=O)c(O)co1` as listed: 105	86	103	98	96	100	81	99
`COc1cc2c(c(OC)c1OC)C(=O)CC(c1cccc(NC(=O)c3cccc(Br)c3)c1)O2` (configuration not stated) as listed: 99	99	96	100	91	103	74	95

(more compounds)
SMILES	TK-10	CAKI-1	IGROV1	ACHN	SN12C	786-0	UO-31	NCI/ADR-RES
O=[N+]([O-])c1ccc(-c2nc(N(CCO)CCO)c3ccccc3n2)o1	-14*	-28*	/	-14*	4.4*	-40*	-41*	5.0*
CCOC(=O)c1sc2ccc(NCc3cnc[nH]3)cc2c1NC(=O)c1ccccc1	168	98	100	93	101	105	73	102
CCCCSC1=C(Cl)CN(c2ccccc2)C1=O	134	94	106	106	95	108	92	103
CC(=O)OCC1O[C@@H](OC(C)=O)[C@@H](NC(=O)NS(=O)(=O)c2ccc(CCNC(=O)c3ccccc3)cc2)C(OC(C)=O)[C@@H]1OC(C)=O (some centres not stated)	94	96	102	99	97	98	86	107
Cc1ccc(S(=O)(=O)NC(=O)NN2CCCCCC2)cc1	107&104	96&98	114&88	104&98	104&97	104&95	93&83	106&12
Cn1c(=O)c2[nH]c(C(F)(F)F)nc2n(C)c1=O	88	96	102	110	98	101	96	104
COc1ccccc1NC(=O)C(N=Nc1ccc(-c2nc3ccc(C)c(S(=O)(=O)O)c3s2)cc1S(=O)(=O)O)C(C)=O (configuration not stated)	168	105	12	102	97	102	78	101
CC1=NC(C(=O)O)CC1 (configuration not stated)	94	93	112	109	107	93	105	107
C#CC[C@@H]1C[C@]2(C)[C@H]3CC=C4[C@H]5[C@@H](C)[C@H](C)CC[C@]5(C(=O)NCCCCN)CC[C@@]4(C)[C@]3(C)CC[C@H]2C(C)(C)[C@H]1OC(C)=O	98	50	75	89	74	80	59	86
CNC(=O)c1cc(-c2ccc(NC(=O)Nc3ccc(N4CCN(C)CC4)c(C(F)(F)F)c3)cc2)nc2cccnc12	-89*	-80*	-84*	-95*	-73*	-97*	-81*	-22*
C=CCn1c(SCC(=O)c2ccc(OC)cc2)nnc1-c1ccc(Cl)cc1	109	92	98	97	95	102	80	89
Cn1cc(-c2csc(-c3cn(CCNC(=O)OC(C)(C)C)c4ccc(Br)cc34)n2)c2cccnc21	101	/	76	82	79	78	67	80
Cc1ccc(-c2csc3nc(C)c(CCCl)c(=O)n23)cc1	113	88	79	99	101	104	70	105
Cc1cc(NS(=O)(=O)c2ccc(Nc3nc(/C=C/c4ccc([N+](=O)[O-])cc4)nc4ccccc34)cc2)no1	122	80	95	101	83	102	81	100
CC(=O)CC(c1cccs1)c1c(C)[nH]c2ccccc12 (configuration not stated)	102	85	102	97	94	103	79	97
O=c1nc2c(-c3nc(-c4ccccc4)cs3)n[nH]n2c2sc3c(c12)CCCC3	115	/	105	108	101	104	81	102
COc1ccc(Nc2nc(SCC(C)C)nc(-c3ccc(F)cc3)c2C#N)cc1	92	/	71	72	86	61	69	40
O=c1c2ccccc2nc(CN2CCCC2)n1/N=C/c1ccc(Cl)cc1	102	94	106	104	104	104	89	102
Cc1ccc(C(C)C)c(O)c1N=Cc1cc(Br)ccc1O	126	89	106	102	97	108	80	99
CCCCC(CC)C(=S)N1CCOCC1 (configuration not stated)	101	93	100	102	105	99	80	95
C[N+](C)(C)CCNC(=O)c1cccc(OCc2ccccc2)c1	96	102	101	102	92	99	94	107
O=C(NNc1ccc(-c2ccccc2)nn1)Nc1ccc(Cl)cc1	109	86	99	99	96	97	84	103
CCOC(=O)c1c(NC(=S)Nc2ccccc2)n[nH]c1Nc1ccccc1	82	81	87	96	90	87	71	98
Cc1nnc2n1N=C(c1ccccc1)CS2	102	95	104	105	95	102	90	101
O=C(NCc1ccc(Cl)cc1Cl)C1CCC(=O)N1C(=O)Nc1ccc(Cl)nc1 (configuration not stated)	108	97	96	101	102	96	61	101
CCCCCCCCCCC(C[N+](C)(C)C/C=C/c1ccccc1)C(O)c1ccccc1 (configuration not stated)	-2.7*	87	-71*	72	16	-5.1*	74	98
Brc1ccc[n+](Cc2ccccc2)c1	100	107	101	100	110	101	86	106
Nc1ccc(OCC(=O)O)cc1	97	/	103	103	98	102	99	103
CC(=O)c1ccc(NC(=O)Nc2ccc(C(C)=O)cc2)cc1	86	13	93	95	93	93	97	95
Oc1ccccc1-c1cc(-c2ccccc2Cl)[nH]n1	114	76	45	88	92	97	52	91

Molecules from the list above that have bromine, in the order listed:
SMILES	TK-10	CAKI-1	IGROV1	ACHN	SN12C	786-0	UO-31	NCI/ADR-RES
O=c1[nH]cnc2c1C(c1ccc(Br)cc1)c1sc3c(F)cccc3c1O2 (configuration not stated)	107	82	84	95	98	105	76	100
CC1=CC(=NC(=O)CBr)C=C/C1=N\S(=O)(=O)c1ccccc1	79	/	-3.4*	47	14	54	73	89
COc1cc2c(c(OC)c1OC)C(=O)CC(c1cccc(NC(=O)c3cccc(Br)c3)c1)O2 (configuration not stated)	99	99	96	100	91	103	74	95
Cn1cc(-c2csc(-c3cn(CCNC(=O)OC(C)(C)C)c4ccc(Br)cc34)n2)c2cccnc21	101	/	76	82	79	78	67	80
Cc1ccc(C(C)C)c(O)c1N=Cc1cc(Br)ccc1O	126	89	106	102	97	108	80	99
Brc1ccc[n+](Cc2ccccc2)c1	100	107	101	100	110	101	86	106

(list continues)
SMILES	TK-10	CAKI-1	IGROV1	ACHN	SN12C	786-0	UO-31	NCI/ADR-RES
O=C(O)c1cccc(OCc2ccccc2)c1	107	96	111	107	101	98	83	105
O=C(c1ccc(O)cc1)c1ccc(C(=O)c2ccc(O)cc2)cc1	93	/	71	92	74	95	80	69
CCOC(=O)c1c(-c2ccccc2)csc1NC(=O)c1ccccc1	/	95	85	98	93	97	80	100
CC(C)CCCC(C)C1CCC2C3CC=C4CC(=O)CCC4(C)C3CCC12C (configuration not stated)	104	93	113	98	100	108	93	115
COc1ccc(C2=NN(C(C)=O)C(c3cccc(NS(C)(=O)=O)c3)C2)cc1 (configuration not stated)	118	/	98	90	87	94	69	94
CN=C(NC(C)C)c1ccc(NC(=O)c2ccc(C(=O)Nc3ccc(C(=NC)NC(C)C)cc3)cc2)cc1	112	97	111	103	100	93	81	102
C=CCOc1ccc(S(C)(=O)=O)cc1	106	/	104	98	97	97	92	103
Cc1ccc(NCn2nc(-c3cnccn3)oc2=S)cc1	/	103	106	105	93	83	96	102
CSc1nc(-c2ccc(C)cc2)[nH]c1S(=O)(=O)c1ccccc1	105	95	101	99	103	95	78	97
C1CCC(NC2=NCCO2)CC1	100	107	107	96	100	103	93	111
COc1ccc(OCC(O)CN2CCN(c3ccccc3C)CC2)cc1 (configuration not stated)	98	108	109	108	97	101	83	109
O=S(=O)(NC1CCc2ccccc21)c1ccccc1 (configuration not stated)	105	96	/	103	100	108	93	106
COc1ccccc1OS(=O)(=O)c1ccc(C)cc1	89	92	104	102	94	95	95	104
COc1cc(/C=N/NC(=O)c2ccccc2Nc2cccc(C(F)(F)F)c2)cc(OC)c1OC	-18*	29	-17*	2.5*	57	177	41	13
CC(=O)N=Cc1ccccc1O	112	68	/	103	100	104	/	101
COc1cc(NCCCN(CC(C)C)C2CCCC2)c2ncccc2c1	94	76	51	42	62	58	51	72
CCN1C(=O)N(CC)C2NN3C(=O)C4(CN(C)CC45C(=O)N(C)c4ccccc45)SC3=NC21 (configuration not stated)	92	84	104	108	93	91	94	104
O=C1C(=Nc2ccc(Cl)c(C(F)(F)F)c2)c2cccc3cccc1c23	121	86	102	88	89	99	68	97
ClC1=C2C=CC=CC2C(Cl)(c2ccccc2)C2C1=C(Cl)c1ccccc1C2(Cl)c1ccccc1 (configuration not stated)	109	94	96	99	100	110	86	98
C=C(C)[C@@H]1CC[C@]2(C(=O)ON)CC[C@]3(C)[C@H](CC[C@@H]4[C@@]5(C)C/C(=C/c6ccc(Br)cc6)C(=O)C(C)(C)[C@@H]5CC[C@]43C)[C@@H]12	105	50	90	76	71	85	64	75
COc1ccc(Cn2nc3c(c2-c2ccc(OC)c(OC)c2)-c2oncc2CC3)cc1	101	82	99	92	89	96	73	91
Cc1ccc(Nc2nc(SCCC(C)C)nc(-c3ccc(F)cc3)c2C#N)cc1	98	70	94	82	76	94	53	74
Cn1cc2c(=O)nc3c(-c4nc5ccccc5[nH]4)n[nH]n3c2n1	120	87	92	98	78	81	91	95
O=C(NCCCN1CCC(N2CCCCC2)CC1)C1=Cc2cc(Br)ccc2OC1	60	54	33	38	58	53	22	39
O=c1oc2c(cnc3ccccc32)cc1-c1ccc([N+](=O)[O-])cc1	94	88	102	106	102	96	88	99
Cc1ccc(NC(=S)S)cc1	106	100	89	92	92	106	103	92
O=S(=O)(SC1=NCCN1)c1ccccc1	93	97	112	109	97	100	82	104
OC(c1ccccc1)(c1ccc(Br)cc1)C(O)(c1ccccc1)c1ccc(Br)cc1 (configuration not stated)	57	56	58	88	67	62	50	45
COc1cc(C2=Cc3[nH][nH]c(=O)c3C(c3sc(N(C)Cc4ccccc4)nc3Cl)C2)cc(OC)c1OC (configuration not stated)	103	84	85	101	96	96	78	98
O=C(N/N=C/c1ccc(Br)cc1)c1cc(-c2nc3ccccc3[nH]2)nc2ccccc12	89	64	83	89	97	90	63	86
